# ERG-DNA inh: ERG Ets/DNA interaction inhibition; P11308; fluorescence polarization, His-ERG Ets domain / labelled DNA; Potency, µM (highest dose often 76.9 µM), for inactives: at the highest dose FP activity, negative = inhibition, hits mostly inhibitors; 370,000 compounds, 0.028% hits; AID 624246; active = well fitted inhibition curve with a large enough effect in the polarisation, with a control signal flat; inconclusive = small, poorly fitted or top-dose-only effect, or effect the other way, or a change in a side signal; inactive = no such curve, though single readings can be large or run the other way; the % refers to the polarisation;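 also: polarization taken with two DNA probes labelled with fluorescein and Texas red; potency is read from the fitted curve at half-maximal effect; % of control where 0% means no effect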
# Target sequence (P11308 whole entry, looked up, the tested form may be a part): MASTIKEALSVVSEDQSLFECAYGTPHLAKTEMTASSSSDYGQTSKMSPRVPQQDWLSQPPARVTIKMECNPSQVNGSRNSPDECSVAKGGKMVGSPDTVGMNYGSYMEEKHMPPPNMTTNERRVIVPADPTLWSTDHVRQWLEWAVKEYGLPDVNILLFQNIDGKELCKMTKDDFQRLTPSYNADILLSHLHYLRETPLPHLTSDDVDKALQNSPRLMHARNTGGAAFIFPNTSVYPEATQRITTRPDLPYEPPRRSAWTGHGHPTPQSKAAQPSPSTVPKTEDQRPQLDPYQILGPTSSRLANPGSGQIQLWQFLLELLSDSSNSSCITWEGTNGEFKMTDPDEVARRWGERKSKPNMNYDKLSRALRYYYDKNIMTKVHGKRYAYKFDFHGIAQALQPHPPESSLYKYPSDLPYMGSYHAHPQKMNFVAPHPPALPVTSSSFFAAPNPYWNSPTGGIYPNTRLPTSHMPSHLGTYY
#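 His-tagged ERG Ets domain (1 uM in the protein solution; 300mM KCl, 50mM Tris-HCl, 1mM EDTA, 1mM DTT, pH 7.5) received compound, then a probe mix of 5 nM fluorescein-DNA and 100nM Texas-615-DNA. Fluorescence polarization was read for both dyes.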
# Pol eta inh: inhibitors of human DNA polymerase eta | Q9Y253 | recombinant Pol eta, fluorescent DNA replication assay | Potency, µM (doses to about 114 µM), inactives show at the top dose activity change, negative = inhibition, usual class: inhibitors | 390,000 compounds, 1.2% hits; also: potency is read from the fitted curve at half-maximal effect; % is scaled to controls: 0 for no effect and ±100 for the full control effect
#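 Pol eta (10 nM) was preincubated with compounds for 15 min at room temperature, after which fluorescent replication substrate (50 nM final) was added to start the reaction. Fluorescence was read kinetically at 0 and 10 min.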
# 12-LOX inh: blocks human arachidonate 12S-lipoxygenase; P18054; purified 12hLO, xylenol orange hydroperoxide absorbance; Potency, µM (top dose mostly 108 µM), inactives show at the top dose activity change, negative = inhibition, most hits filed as inhibitors; 580,000 compounds, 1.1% hits; AID 1671190; also: potency is read from the fitted curve at half-maximal effect; % is scaled to controls: 0 for no effect and ±100 for the full control effect
#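 Purified human 12hLO (150 nM final) in 25 mM Hepes, 0.01% Triton X-100, pH 7.0 was preincubated 15 min at room temperature with compound. Then 40 uM arachidonic acid was added, 30 min. Hydroperoxide was read by Fe-XO absorbance ratio 573/405 nm.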
# RGS4 inh: inhibitors of human regulator of G protein signaling 4 | P49798 | Transcreener GDP fluorescence polarization, RGS4-accelerated GTP hydrolysis | Potency, µM (top dose mostly 114 µM), without a hit: at the top dose activity change, negative = inhibition, usual class: inhibitors | 390,000 compounds, 0.039% hits | AID 504845; also: potency is read from the fitted curve at half-maximal effect; % is scaled to controls: 0 for no effect and ±100 for the full control effect; nearly all actives have a fitted effect of over 75% in size; some results filed as inactive show a strong effect at the top dose
# Target sequence (P49798 whole entry, looked up): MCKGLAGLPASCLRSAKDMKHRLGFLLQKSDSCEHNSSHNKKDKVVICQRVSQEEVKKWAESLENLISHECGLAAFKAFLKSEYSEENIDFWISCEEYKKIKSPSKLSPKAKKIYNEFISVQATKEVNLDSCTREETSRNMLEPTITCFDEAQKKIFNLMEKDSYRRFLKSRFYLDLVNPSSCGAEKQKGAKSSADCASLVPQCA
#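 MLSMR compounds (23 nl, pin-transferred) preincubated 10 min at room temperature with a 500nM (2x) first reagent, then RGS4 at 900nM (2x) plus Transcreener GDP mix added; fluorescence polarization (620/688 nm) read before and after 90 min at 30 °C.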
# Apoferritin bind: candidate novel general anesthetic via apoferritin binding. P02791. Potency, µM (series often up to 77.5 µM), inactives show top-dose activity change, negative = displacement, usual class: inhibitors. apoferritin/1-aminoanthracene competitive binding, fluorescence. 350,000 compounds, 0.074% hits. AID 485281; also: potency is read from the fitted curve at half-maximal effect; % is scaled to controls: 0 for no effect and ±100 for the full control effect; nearly all actives have a fitted effect of over 20% in size
#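 In PBS, apoferritin at 10 uM is loaded with 1-AMA from a 50% saturated solution. After 10 min of compound exposure at ambient temperature, reduced 535 nm fluorescence indicates probe displacement.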
# APE1 inh: inhibitors of human APE1 endonuclease. P27695. recombinant APE1, TAMRA/BHQ-2 abasic DNA cleavage fluorescence. Potency, µM (doses to about 65.8 µM), for inactives: top-dose activity change, negative = inhibition, hits mostly inhibitors. 350,000 compounds, 0.35% hits;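 also: potency is read from the fitted curve at half-maximal effect; plate controls were vehicle for no effect and reference inhibitor for full effect; nearly all actives have a fitted effect of over 55% in size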
# Target sequence (P27695 whole entry, looked up): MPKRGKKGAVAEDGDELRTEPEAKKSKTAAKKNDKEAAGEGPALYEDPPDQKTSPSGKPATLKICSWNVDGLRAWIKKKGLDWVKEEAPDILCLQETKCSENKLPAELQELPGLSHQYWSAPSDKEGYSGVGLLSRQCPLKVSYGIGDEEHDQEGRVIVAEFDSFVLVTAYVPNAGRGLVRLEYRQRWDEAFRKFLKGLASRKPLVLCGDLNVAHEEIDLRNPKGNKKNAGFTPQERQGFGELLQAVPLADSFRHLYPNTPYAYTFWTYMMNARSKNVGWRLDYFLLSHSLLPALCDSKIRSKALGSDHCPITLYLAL
#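 Incision of a quenched TAMRA/BHQ-2 THF abasic-site duplex (50 nM) by 0.75 nM APE1, after 15 min compound preincubation, measured as fluorescence increase over three 60 s reads. Values normalized to buffer, DMSO and NSC13755 control wells.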
# LDHA block: inhibitors of human lactate dehydrogenase A. purified LDHA, NADH/diaphorase-resazurin fluorescence; stronger effect = lower value. activity change, % (values are at about 110 or 230 µM). 480,000 compounds, 0.15% hits; in the data active = activity change below about -30%; inconclusive = mostly about -25% to -30%;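 also: plate controls were DMSO wells for no effect and wells without enzyme for full effect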
#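 Remaining NADH was detected by diaphorase (0.133 mg/mL) converting 37 µM resazurin to fluorescent resorufin, read at 0 and 20 minutes. The preceding 5-minute room-temperature reaction used 2 nM LDHA, 0.2 mM sodium pyruvate and 0.06 mM NADH at pH 7.4.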
# Pol beta inh: inhibitors of human DNA polymerase beta; Pol beta primer extension/strand displacement, fluorescence kinetic; 340,000 compounds, 1.3% hits; Potency, µM (titrated, usually from 114 µM), without a hit: top-dose activity change, negative = inhibition, hits mostly inhibitors; also: potency is read from the fitted curve at half-maximal effect; % is scaled to controls: 0 for no effect and ±100 for the full control effect
#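 10 nM enzyme + cpd, 15 min RT; start with substrate 50 nM final; read 0 min and after 10 min RT. Corrected, normalized data; 4-parameter Hill curve fit.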
# POLK inh: DNA polymerase kappa (human) inhibition; 400,000 compounds, 0.53% hits; Potency, µM (top dose mostly 107 µM), for the others: at the highest dose activity, negative = inhibition, hits mostly inhibitors; purified Pol kappa, fluorescent DNA synthesis assay, 10 min; Q9UBT6; also: potency is read from the fitted curve at half-maximal effect; % is scaled to controls: 0 for no effect and ±100 for the full control effect
#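 Kinetic fluorescence readout at 0 and 10 min followed reaction start with substrate at 50 nM final. Beforehand, enzyme (10 nM Pol kappa) stood 15 min with compound at room temperature; buffer-only wells were negative controls.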
# Active calls of the source: *; u = inconclusive; x = no result given; & = joins results of further samples; [ ] = another dose, or the depositor's remark. Unless noted, calls follow the shape of the dose curve; as a rule, active = well fitted curve in the direction sought with a large enough effect; inconclusive = small, poorly fitted or top-dose-only effect, or another doubt; inactive = no such curve, though single readings can be large; an effect the other way counts as inactive or inconclusive. Only part of the results is shown; the hit share may differ from the screen's.
# The line under a structure holds: 12-LOX inh, Apoferritin bind, Pol eta inh, LDHA block, ERG-DNA inh, POLK inh, APE1 inh, RGS4 inh, Pol beta inh
CCOC(=O)C1=CN(Cc2ccco2)S(=O)(=O)NC1CC (centres undefined)
 : u, x, 3%, -1, 23%, 5%, -16%, -19%, x
O=[N+]([O-])c1ccc(N2CCN(S(=O)(=O)c3ccccc3)CC2)cc1NCCN1CCOCC1
 : 0%, u, -13%, 2, -1%, 1%, -3%, -23%, -17%
CCC(NC(=O)Nc1cc(C)on1)(C(F)(F)F)C(F)(F)F
 : 106%[activator], u, -1%, 1, -5%, 4%, 1%, -25%, -2%
C[C@@H](C(=O)OCC(=O)NCCc1ccc(S(N)(=O)=O)cc1)N1C(=O)C2CCCCC2C1=O (some centres undefined)
 : -1%, -8%, 2%, 0, -12%, 11%, 5%, -36%, -24%
O=c1[nH]c2cc(Cl)c(Br)cc2o1
 : u, x, -8%, -5, -2%, -18%, x, -2%, x
O=C(CSc1nnc(-c2ccncc2)n1Cc1ccco1)Nc1ccccc1Cl
 : -15%, -15%, -10%, -2, -1%, -4%, -5%, -10%, 7%
COC(=O)c1ccc(NC(=O)c2ccc(OC(C)=O)c(OC)c2)cc1
 : 2%, -9%, -11%, -2, 2%, -4%, 4%, 12%, -1%
Cc1cccc(NC(=O)c2ccc(S(=O)(=O)NCc3ccco3)cc2)n1
 : u, x, 5%, -20, 4%, -8%, 20%, 6%, x
CCCc1c(C)[nH]c2nc3ccccc3n2c1=O
 : 64%[activator], 4%, -9%, -6, -25%, 1%, 35%, -14%, -17%
O=C1Nc2ccccc2C1=O
 : 1%, x, 0%, 2, -4%, -2%, x, -10%, x
COc1ccc(-c2nn(-c3ccccc3)cc2/C=C(\CC(=O)O)c2nc3ccccc3s2)cc1OC
 : u, 0%, 56µM*, -5, -1%, u, -9%, -45%, u
Cc1ccc([N+](=O)[O-])cc1NC(=O)C(C)Sc1nnc(C)n1CC1CCCO1 (centres undefined)
 : -5%, 3%, -4%, -1, 5%, 7%, 56%[activator], -8%, 0%
CC1(C)NC(=O)N(CCOc2cccc(Cl)c2Cl)C1=O
 : 9%, -12%, -12%, 0, 5%, 7%, -7%, -2%, -3%
NS(=O)(=O)c1cccc(NC(=O)CSc2ncc(C(F)(F)F)cc2Cl)c1
 : -13%, -3%, -16%, 1, 10%, -14%, 0%, -23%, 0%
Cc1ncc(C23CC4CC(CC(C4)C2)C3)[nH]1
 : 21%, u, -11%, -1, -11%, 5%, -6%, 3%, 20%
CCOC(=O)N1CCN(C(=O)c2cn(-c3ccc(C)c(C)c3)c(=O)c3ccccc23)CC1
 : -3%, -8%, 2%, 0, 0%, -12%, 1%, -30%, -18%
CCOc1ncccc1C(=O)Nc1cccc(Cl)c1Cl
 : -2%, -1%, -22%, -8, 1%, 1%, 0%, -7%, 15%
COc1ccccc1C(=O)Nc1ccc2c(c1)C(=O)NC2=O
 : 13%[57.4 µM], -19%, -13%, -7, 7%, -16%, u, 2%, 56µM*
COc1ccc(N2C(=O)Cc3cc(OC)c(OC)cc3C2c2ccc(F)cc2)cc1 (centres undefined)
 : -14%, 1%, -15%, -4, 4%, 0%, x, 3%, 1%
COc1cc(OC)cc(C(=O)Nc2ccc(N3CCN(C(=O)c4cccs4)CC3)cc2)c1
 : u, -4%, -8%, -3, 1%, -6%, -4%, -12%, 2%
Cc1cccc(CNC(=O)CCCn2nc(C)c3c(C)n(-c4ccccc4)nc3c2=O)c1
 : 11%, -7%, -2%, -4, 7%, 8%, 43%[activator], 13%, 37%
O=C(CCNC(=O)c1ccc(Cl)cc1)NCc1ccco1
 : -13%, x, -5%, -6, 1%, -5%, -23%, -13%, x
Cc1cc(Oc2ccc(OCC(N)=O)nn2)nc(Cl)n1
 : 2%, 1%, -5%, -4, 13%, -12%, 1%, 12%, 17%
C[C@@H]1CN([C@@H](C)CO)C(=O)c2cc(NS(C)(=O)=O)ccc2O[C@@H]1CN(C)Cc1ccc(C(F)(F)F)cc1
 : 9%, x, -5%, -6, 2%, -20%, x, 18%, x
Cc1ccc(S(=O)(=O)CCC(=O)OCC(=O)N(Cc2ccccc2)C(C)C)cc1
 : -18%, x, -13%, -2, 0%, -5%, -8%, 25%, x
CCOC(=O)c1sc(N)c(C(=O)OC)c1C
 : -6%, -9%, -16%, -4, -25%, 3%, 2%, -9%, 0%
Cn1c(SCCOc2ccc(F)cc2)nnc1-c1ccncc1
 : 7%, 0%, -2%, -1, -3%, 10%, 20%, -4%[56.9 µM], 37%
COc1ccc(C2(SCC(N)C(=O)O)c3ccccc3-c3ccccc32)cc1 (centres undefined)
 : u, x, u, -1, 11%, -18%, x, -31%, x
O=C(NCc1ccco1)C(c1cccs1)N(Cc1ccccc1)C(=O)Cn1nnc2ccccc21 (centres undefined)
 : -10%, -12%, -17%, -12, 4%, -5%, -4%, -28%, -10%
CCOC(=O)Cn1c(=O)oc2cc(S(=O)(=O)NCc3ccccn3)ccc21
 : 26%, -4%, 4%, -7, 11%, -2%, 13%, 22%, 18%

# Ten entries out of the list, arranged by number of heavy atoms, smallest number first:
# The line under a structure holds: 12-LOX inh, Apoferritin bind, Pol eta inh, LDHA block, ERG-DNA inh, POLK inh, APE1 inh, RGS4 inh, Pol beta inh
O=c1[nH]c2cc(Cl)c(Br)cc2o1
 : u, x, -8%, -5, -2%, -18%, x, -2%, x
Cc1ncc(C23CC4CC(CC(C4)C2)C3)[nH]1
 : 21%, u, -11%, -1, -11%, 5%, -6%, 3%, 20%
Cc1cc(Oc2ccc(OCC(N)=O)nn2)nc(Cl)n1
 : 2%, 1%, -5%, -4, 13%, -12%, 1%, 12%, 17%
COc1ccccc1C(=O)Nc1ccc2c(c1)C(=O)NC2=O
 : 13%[57.4 µM], -19%, -13%, -7, 7%, -16%, u, 2%, 56µM*
Cn1c(SCCOc2ccc(F)cc2)nnc1-c1ccncc1
 : 7%, 0%, -2%, -1, -3%, 10%, 20%, -4%[56.9 µM], 37%
NS(=O)(=O)c1cccc(NC(=O)CSc2ncc(C(F)(F)F)cc2Cl)c1
 : -13%, -3%, -16%, 1, 10%, -14%, 0%, -23%, 0%
CCOC(=O)Cn1c(=O)oc2cc(S(=O)(=O)NCc3ccccn3)ccc21
 : 26%, -4%, 4%, -7, 11%, -2%, 13%, 22%, 18%
Cc1ccc([N+](=O)[O-])cc1NC(=O)C(C)Sc1nnc(C)n1CC1CCCO1 (centres undefined)
 : -5%, 3%, -4%, -1, 5%, 7%, 56%[activator], -8%, 0%
COc1cc(OC)cc(C(=O)Nc2ccc(N3CCN(C(=O)c4cccs4)CC3)cc2)c1
 : u, -4%, -8%, -3, 1%, -6%, -4%, -12%, 2%
O=[N+]([O-])c1ccc(N2CCN(S(=O)(=O)c3ccccc3)CC2)cc1NCCN1CCOCC1
 : 0%, u, -13%, 2, -1%, 1%, -3%, -23%, -17%

# (further entries)
# The line under a structure holds: 12-LOX inh, Apoferritin bind, Pol eta inh, LDHA block, ERG-DNA inh, POLK inh, APE1 inh, RGS4 inh, Pol beta inh
CCc1cc2c(COC(=O)c3c(C)noc3C)cc(=O)oc2cc1O
 : 28%, 1%, -2%, -6, -17%, -9%, -4%, 2%, 5%
CCC(C)NS(=O)(=O)c1ccc(NS(C)(=O)=O)cc1 (centres undefined)
 : 0%, 2%, -9%, -3, -4%, -14%, 19%, 18%, 14%
COc1cc(C(=O)NCC2CCCO2)ccc1OCc1c(C)noc1C (centres undefined)
 : -5%, -9%, -14%, 1, -5%, -17%, 8%, -12%, 38%
NC(=O)c1ccc(Cn2c(C(=O)c3ccc(Cl)cc3)c3ccccc3[n+]2[O-])cc1
 : u, x, -10%, -5, 2%, -7%, 0%, 14%, x
Cc1ccc(NC(=O)CSc2n[nH]c(C)c2[N+](=O)[O-])cc1
 : 2%, 3%, -10%, -5, x, 4%, 3%, -9%, -1%
O=C(CSc1ncn(-c2ccccc2)n1)Nc1nc(-c2ccccc2)cs1
 : 0%, -12%, 0%, -9, 4%, -2%, 1%, -14%, 3%
O=C(NCCN1CCOCC1)c1ccc(=O)n(Cc2ccc(Cl)cc2)c1
 : -5%, -6%, -8%, -2, -12%, 2%, -7%, -11%, -19%
COc1cc(OC)c2c(-c3ccccc3)cc(=O)oc2c1C(CC(=O)N1CCCC1)c1ccc(N(C)C)cc1 (centres undefined)
 : x, u, x, x, x, -10%, 8%, 15%, x
CCCCOC(=O)NS(=O)(=O)c1sc(CC(C)C)cc1-c1ccc(Cn2c(CC)nc3c(C)cc(C)nc32)cc1
 : x, x, u, x, x, -15%[60.1 µM], 19%&-8%, -18%[56.9 µM], -11%[57.1 µM]
O=C(NCCc1ccc(Cl)cc1)c1nnc(Cc2ccc(F)cc2)o1
 : 2%, -3%, -6%, -7, 0%, -6%, x, -2%, -14%
CCOc1ccccc1CN1CCN(Cc2ccc3cc(F)ccc3n2)CC1CCO (centres undefined)
 : 0%, -10%, -16%, -1, 15%, 0%, 35%, 4%, -8%
CCOC(=O)N1CCN(C(=O)CSCc2ccccc2)CC1
 : -14%, -1%, -16%, -5, -17%, -1%, 5%, 7%, -7%

# Screens from PubChem BioAssay.
